LEDGF integ inh: blocks HIV-1 LEDGF/p75-dependent DNA integration; TR-FRET IN-LEDGF/p75 DNA integration, Eu/Cy5; inhibition, % at 3.7 µM; actives 0.64% (n = 370,000);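 active = inhibition above the screen-wide mean plus 3 SD, cut at about 13% in these data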;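 note: signal is the Cy5 over europium emission ratio at 671 and 618 nm; 0% = plate median of compound wells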
SIAE primary: blocks human sialic acid acetylesterase; actives 0.69% (n = 370,000); SIAE FP-Rh probe binding, fluorescence polarization; inhibition, % at 9.66 µM; Q9HAT2; AID 1053197;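 active = inhibition above a cutoff: mean of compounds within the control limits plus 3 SD of those, cut at about 17% in these data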;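 note: 0% = plate median of compound wells and 100% = probe without SIAE protein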
Target sequence (Q9HAT2 whole entry, looked up): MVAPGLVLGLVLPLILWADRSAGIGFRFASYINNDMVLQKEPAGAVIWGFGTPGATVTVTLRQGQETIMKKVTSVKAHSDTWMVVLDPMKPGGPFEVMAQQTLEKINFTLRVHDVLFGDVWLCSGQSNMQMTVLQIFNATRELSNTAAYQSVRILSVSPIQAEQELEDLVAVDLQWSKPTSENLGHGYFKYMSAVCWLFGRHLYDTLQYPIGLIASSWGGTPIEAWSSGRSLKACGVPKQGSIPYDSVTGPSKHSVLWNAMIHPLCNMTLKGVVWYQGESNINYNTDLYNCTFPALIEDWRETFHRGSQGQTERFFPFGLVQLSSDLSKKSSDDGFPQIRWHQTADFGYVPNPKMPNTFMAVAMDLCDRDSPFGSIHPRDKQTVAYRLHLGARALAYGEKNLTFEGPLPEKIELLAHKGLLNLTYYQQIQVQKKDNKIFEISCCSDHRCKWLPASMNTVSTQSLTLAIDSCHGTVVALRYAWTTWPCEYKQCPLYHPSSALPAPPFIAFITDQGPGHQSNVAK
PRMT1 FP inh: PRMT1 (human) inhibition, primary screen; inhibition, % at 2.79 µM; recombinant PRMT1, activity-based probe fluorescence polarization; actives 1.3% (n = 370,000);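 active = inhibition above about 21% made by adding two undisclosed values, limit read from the data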
Rev-erbA mod: Rev-erb alpha (human) modulation. P20393. Rev-erbα–FITC-DNA binding, fluorescence polarization, 90 min. activity, % at 10 µM. actives 0.79% (n = 370,000);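 active = activity above about 14%, limit read from the data; passing the limit was not always enough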;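 note: 0% = DMSO wells with 35 nM protein and 100% = DMSO wells with 750 nM protein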
TCR CD3 inh: human TCR-CD3 binding inhibition; TAMRA-labeled TCR probe fluorescence, biochemical; inhibition, % at 9.4 µM; actives 0.37% (n = 360,000); AID 651800; in the data active = inhibition above about 19%;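 note: recombinant mutant TCR 2C K166C tagged with TAMRA read by polarization; 0% = receptor in buffer alone and 100% = receptor with positive control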
TDP2 inh: blocks human TDP2 phosphodiesterase activity. inhibition, % at 12.8 µM. O95551. recombinant TDP2, T5PNP hydrolysis, p-nitrophenol absorbance 415 nm. AID 720702. actives 0.34% (n = 370,000);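 active = inhibition above the mean of all tested compounds plus 3 SD, set per campaign, cut at about 25% in these data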;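 note: 0% = DMSO with enzyme and 100% = buffer with substrate but no TDP2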
Target sequence (O95551 whole entry, looked up): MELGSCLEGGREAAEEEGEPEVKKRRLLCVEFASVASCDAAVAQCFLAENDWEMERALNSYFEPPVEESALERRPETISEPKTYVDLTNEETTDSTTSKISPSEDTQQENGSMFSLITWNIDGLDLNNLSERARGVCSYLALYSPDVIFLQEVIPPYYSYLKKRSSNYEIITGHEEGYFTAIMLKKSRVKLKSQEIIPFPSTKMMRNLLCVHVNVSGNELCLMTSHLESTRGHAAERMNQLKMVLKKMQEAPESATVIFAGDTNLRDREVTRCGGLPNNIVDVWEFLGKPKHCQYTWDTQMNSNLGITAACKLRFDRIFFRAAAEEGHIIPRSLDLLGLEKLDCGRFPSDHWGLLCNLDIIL
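Assay system: recombinant human TDP2 / Reagent: T5PNP substrate at 5 mM, a TopII-DNA adduct mimic / Measured by: epi absorbance from released p-nitrophenol / Evaluation: % inhibition relative to enzyme-containing and enzyme-free wells / Control set: enzyme-free and DMSO wells / Replicates: each compound tested once, singlicate / Schedule: enzyme reaction with compound for 2 h at 37 °C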
ABHD4 inh: inhibits mouse alpha/beta hydrolase domain 4; inhibition, % at 8.92 µM; actives 0.54% (n = 370,000); purified mABHD4, FP-Rh probe fluorescence polarization; AID 720543; Q8VD66;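 active = inhibition exceeding the mean over every tested compound plus 3 SD, cut at about 30% in these data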;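 note: 0% = plate median of compound wells and 100% = S159A mutant with DMSO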
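Assay system: Wild-type mouse ABHD4 protein | Medium: HEPES pH 7.0 buffer, 150 mM NaCl, 0.01% Pluronic F-127 | Incubation: Enzyme–compound pre-incubation 45 min, then probe 60 min, both 25 °C | Technique: Fluorescence polarization with parallel and perpendicular emission, 525/598 nm | Evaluation: % inhibition of FP-Rh probe binding versus controls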
rCAG RNA binder: r(CAG) repeat RNA binding. TO-PRO-1 dye displacement fluorescence. AID 651821. actives 1.3% (n = 370,000). inhibition, % at 3 µM;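 active = inhibition above the plate cutoff, the mean of all test compounds on that plate plus 3 SD, cut at about 35% in these data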;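 note: 0% = DMSO alone and 100% = 100 µM mitoxantrone as full dye displacement; higher means more dye released from RNA so lower well fluorescence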
HTRA1 inhibitor: HTRA1 (human) protease inhibition; inhibition, % at 5.96 µM; recombinant HTRA1, FP-rhodamine activity-based probe, fluorescence polarization; Q92743; actives 0.5% (n = 340,000); in the data active = inhibition above about 36%;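 note: 0% = enzyme with DMSO and 100% = wells lacking enzyme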
PG9 binder: PG9 antibody binding by small molecule; TR-FRET gp120-PG9 antibody binding; inhibition, % at 6.7 µM; actives 0.43% (n = 360,000); AID 624416; in the data active = inhibition above about 8.5%
* marks the source's active call; other numbers are inactive results; nt = not tested or not shown.

SMILES	LEDGF integ inh	SIAE primary	PRMT1 FP inh	Rev-erbA mod	TCR CD3 inh	TDP2 inh	ABHD4 inh	rCAG RNA binder	HTRA1 inhibitor	PG9 binder
CCc1nc2ccc(C(=O)Nc3ccc4c(c3)OCC(=O)N4)cn2c1N(C)Cc1nccn1C	4.7	-1.7	-0.9	-6.8	-6.9	-6.3	-0.6	-1.4	nt	-1.3
COc1ccc(S(=O)(=O)N2CCc3ccccc32)cc1NC(C)=O	6.4	0.3	0.3	5.6	2.3	-3.3	-8.5	-3.3	0.0	1.0
CC1=CC(C2CC(=O)N(c3ccccc3C)C2=O)CC2C(=O)N(c3ccccc3C)C(=O)C12 (configuration not stated)	0.1	1.5	0.3	0.6	3.9	8.1	3.1	-0.2	-5.2	-0.9
CC(C)[C@H](NC(=O)c1ccccc1F)C(=O)Nc1cccc(S(=O)(=O)N2CCOCC2)c1	4.0	6.0	-3.0	6.3	2.1	3.0	0.5	0.7	0.8	0.1
CC(C)NC(=O)N(C)C[C@@H]1Oc2ccc(NC(=O)CCN3CCOCC3)cc2CC(=O)N([C@@H](C)CO)C[C@@H]1C	0.4	8.6	-1.0	1.6	3.7	2.2	9.9	-11.3	0.0	-0.3
CCCOc1ccc(S(=O)(=O)n2cc(Br)c(=O)[nH]c2=O)cc1	3.4	-3.7	2.3	2.0	-2.1	1.2	2.5	12.4	0.0	-0.9
CCC1=C/C(=C/N(C)c2ccccc2)C(=O)S1	5.7	-3.5	20.4	-1.3	-3.3	2.1	4.1	17.6	0.5	0.4
CC1(C)CC(=O)C=C(Nc2ccc([N+](=O)[O-])cc2)C1	3.4	2.8	0.1	4.5	2.9	3.3	3.8	-2.3	6.9	-1.6
CCOc1ccc(NC(=S)c2ccncc2)cc1	4.3	0.0	7.8	-2.5	-7.0	3.8	-5.6	-2.2	8.4	-1.5
CC(C)(C)c1ccc(C(=O)Nc2cccnc2)cc1	-0.2	-9.8	-0.1	-2.7	-1.7	-2.6	-2.8	-6.4	4.2	-2.1
CN(C)/C=C(/C(=O)c1ccc(Cl)cc1)S(C)(=O)=O	-0.3	-2.0	-3.2	-4.3	0.7	-15.1	-7.3	3.5	-0.1	-2.2
COc1cccc(C2NC(=S)NC3=C2CCc2ccccc23)c1 (configuration not stated)	0.8	4.1	19.0	5.2	4.8	-12.0	-2.7	1.4	-4.4	-2.7
COc1ccc(-c2nc3c(C)cc(Br)cn3c2Cc2ccc(C)cc2)cc1OC	-6.2	-0.9	2.7	4.2	-5.4	-0.6	-1.8	9.8	nt	-0.8
COc1ncc(-c2ccc(N3C(c4ccc([N+](=O)[O-])cc4)=Cc4ccccc4C3CC(C)=O)cc2)cn1 (configuration not stated)	4.1	-0.6	1.9	-2.3	3.9	-5.8	-2.4	10.3	nt	1.1
COc1ccccc1NC(=O)N1CCCC1C(=O)NCCc1ccccc1 (configuration not stated)	0.1	-3.7	-3.6	-3.7	-4.5	7.1	3.3	-1.9	2.3	-1.2
Cc1nc(C)c(NC(=O)N2CCc3ccccc32)cc1NC(=O)N1CCc2ccccc21	-4.8	-1.1	-2.0	-3.7	6.1	1.8	5.0	0.2	-9.8	-1.0
CCC(C)(C)c1nnc(NC(=O)CCC2CCCCC2)s1	0.8	-4.0	2.5	-7.6	0.1	5.1	-4.0	-4.4	nt	0.7
Cc1cccc(NC(=O)CN2CCC(NC(=O)C3CCCCC3)CC2)c1C	1.4	7.1	1.8	-8.4	6.4	0.3	0.7	-2.3	3.0	-1.9
CCCCN(Cc1cc2cc(C)ccc2[nH]c1=O)C(=O)c1ccccn1	-1.2	-9.3	6.9	4.3	-6.1	-5.7	-1.6	-7.8	-1.5	0.1
COCC(=O)Nc1nc(-c2ccc(C)cc2)c(C)s1	-0.9	-3.5	-3.3	5.5	-2.6	-1.2	0.9	-1.6	-6.0	-0.9
CN(CC(=O)Nc1ccccc1Cl)CC(=O)Nc1c(F)cccc1F	6.7	-6.6	6.2	-5.0	-8.4	-6.7	-11.7	-2.8	-1.3	4.4
OC1CCN(Cc2ccc3ccccc3c2)CC1	1.2	7.2	-0.5	-4.7	7.0	17.7	5.1	-2.8	5.5	-1.0
Cc1ccc(N2CCN(C(=O)c3ccccc3NC(=O)C3CCCCC3C(=O)O)CC2)cc1 (configuration not stated)	0.0	-1.3	-0.8	5.3	3.9	12.7	-4.4	0.2	-0.8	0.2
O=C(c1ccc(S(=O)(=O)NCC2CCCO2)cc1)N1CCN(c2ccccc2)CC1 (configuration not stated)	1.3	-5.6	-2.5	2.9	10.3	1.5	-4.2	-7.6	5.7	-0.8
CC(=O)Nc1ccc(S(=O)(=O)Nc2ccc3ccccc3n2)cc1	-1.5	3.9	-0.7	-2.0	0.0	17.4	1.6	4.4	-0.8	1.3
Cc1ccc2c(c1)N(CCCC(=O)NCc1ccc(F)cc1)C(=O)CO2	-2.5	7.3	2.6	2.9	nt	2.7	1.9	0.6	nt	nt
O=C(Nc1nc2c(s1)CCCC2)c1cc(-c2ccncc2)nc2ccccc12	-1.6	-0.7	2.5	4.5	3.9	10.7	13.8	10.4	3.7	1.3
O=C(CCSc1nnc(-c2ccco2)o1)N1CCOCC1	-4.3	-2.1	5.2	2.6	-5.2	3.2	-2.5	-0.8	-2.0	0.2
O=C(NC(=S)Nc1ccc(N2CCCCC2)c(Cl)c1)c1cccs1	-0.4	-2.9	-5.1	-4.6	4.8	1.5	-16.5	8.6	-16.2	-2.6
O=C(Nc1cc(S(=O)(=O)Nc2ccccc2F)ccc1Cl)c1ccc(F)cc1F	-4.5	-6.6	2.7	0.6	3.1	2.7	0.8	46.6*	-6.7	2.9
C=CCNc1nc(C(=O)OCC(=O)Nc2ccc(S(N)(=O)=O)cc2)cs1	-1.4	-4.8	6.7	1.2	-1.3	14.5	-5.1	20.4	-7.0	0.8
Cc1csc(NC(=O)c2ccc[nH]c2=O)n1	1.5	-4.1	0.9	-1.3	5.9	-13.9	-5.9	1.2	4.0	-0.1
O=C(NCCc1cccs1)c1cccs1	0.0	-3.3	-1.4	4.2	3.9	8.6	-4.1	0.8	-1.1	0.2
Cc1nc(CSc2nnc3scc(-c4ccc(Cl)cc4)n23)cs1	-0.4	6.4	-1.1	2.5	7.8	-12.3	2.0	-1.8	-1.9	-2.5
CCN(C(=O)COC(=O)Cc1c[nH]c2ccccc12)C1CCS(=O)(=O)C1 (configuration not stated)	-0.2	2.4	-1.7	-6.0	-12.4	-22.7	-3.1	0.4	3.7	-2.5
CCc1ccc(NC(=O)C2=CC(c3ccc(OC)c(OC)c3)=NS(=O)(=O)N2C)cc1	-4.8	-25.6	1.6	4.8	0.3	-7.2	-32.2	13.3	-24.0	-1.4
CCOC(=O)N1CCC(N2CC34C=CC(O3)C(C(=O)Nc3ccc(C)cc3)C4C2=O)CC1 (configuration not stated)	-0.3	-3.1	3.2	2.8	-6.1	-8.9	-2.7	-0.5	-0.8	0.5
COc1cc(Br)cc(/C=C/c2ccc3cccc(O)c3n2)c1O	0.4	11.0	1.5	4.8	-0.3	-8.3	12.7	35.9*	31.1	-1.7
CCCCN(CCCNC(=S)NCCCc1cnc[nH]1)c1ccc(Br)cn1	-2.0	1.4	0.6	4.0	1.1	-7.4	9.0	-0.7	nt	0.3
CCOC(=O)c1sc2nc3n(c(=O)c2c1C)CCCCC3	2.0	-6.6	1.9	-1.5	-6.2	6.3	0.3	2.5	-1.4	3.1
COc1ccc(N(CC(=O)NC2CC3CCC2C3)S(=O)(=O)c2ccccc2)cc1OC (configuration not stated)	-3.2	6.7	-1.9	-4.1	0.0	0.7	8.4	-3.1	-5.3	-3.0
CCc1ccc(CNC(=O)C(=O)NCCc2ccc(OC)c(OC)c2)cc1	-1.8	-1.7	0.1	-2.8	-6.3	0.1	2.5	3.6	1.9	0.1
O=C(COC(=O)C1=COCCO1)Nc1ccc(Oc2ccccc2)cc1	-2.7	4.9	2.7	1.7	3.1	-1.9	-10.1	-4.1	-4.4	-0.8
O=C(Cc1ccccc1)NCC(=O)OCc1cccc([N+](=O)[O-])c1	0.5	0.7	0.8	4.4	4.5	1.6	1.4	-3.7	-1.3	-2.3
O=C(Nc1ccc(Cl)cc1)Nc1ccccn1	-8.0	-1.2	7.8	-0.1	2.7	-6.7	-3.5	-0.9	0.7	-1.5
Cc1cc(=O)oc2cc(OS(C)(=O)=O)ccc12	-2.7	3.2	5.1	-2.3	-10.3	-2.9	8.1	-1.3	-0.9	-0.9
C1CCc2nc3c(nc2C1)CCCC3	-4.2	-5.5	2.2	-2.6	8.8	-5.2	-3.0	1.3	4.2	-1.4
COC(=O)c1cc(S(=O)(=O)N2CCOCC2)c(N2CCOCC2)cc1N1CCOCC1	-1.8	3.6	-0.4	-4.3	-3.9	0.0	5.6	-4.6	9.3	-0.9
O=C(NCc1cccs1)c1cccc2c(-c3ccc(F)c(F)c3)coc12	-5.7	-26.0	1.6	2.4	-4.0	-3.4	-23.7	6.8	nt	-0.2
CN(C)c1ccc(-c2csc(C(O)c3ccc(F)cc3)n2)cc1 (configuration not stated)	-0.6	8.4	0.2	3.8	-3.3	2.8	12.2	8.7	nt	-2.7
Cn1c(-c2ccccc2)c(CCO)c2ccccc21	-1.9	2.5	-1.2	-0.3	-3.8	5.5	1.5	-4.3	7.0	-1.3
CCCc1cc(=O)oc2c(C)c(O[C@@H]3O[C@H](CO)[C@@H](O)[C@H](O)[C@H]3O)ccc12	0.9	4.1	4.0	-4.1	-3.6	-3.0	3.3	-0.9	7.9	0.2
COc1cc(O)c(C(CCN2CCCCC2)c2ccc(N(C)C)cc2)c(OC)c1 (configuration not stated)	-3.0	5.5	-5.1	-0.9	-0.9	4.7	1.9	-1.8	-0.5	-5.9
O=C(NCCCCc1ccccc1)c1ccccc1Cl	0.8	-1.0	-1.0	3.5	5.3	7.1	-5.3	-2.1	-2.2	-1.6
C=CC[C@H]1Cc2c(cccc2[N+](=O)[O-])[C@H](CC=C)N1	2.7	-3.7	3.6	-3.1	-10.1	-3.4	14.3	-3.7	12.0	-0.8
COC(=O)c1cccc(C(=O)Oc2cccc(Br)c2)n1	-4.0	1.4	-0.1	nt	1.4	3.2	-1.7	-7.4	3.2	-0.5
CCCCOCC(O)CCc1n[nH]c(=S)n1-c1ccccc1 (configuration not stated)	4.4	2.7	-5.5	-2.2	1.3	-1.4	-0.8	-1.4	5.6	-0.5
COc1ccc(CCc2nnc(NS(C)(=O)=O)s2)cc1	4.6	-0.9	3.9	-2.5	2.6	-4.4	4.0	2.7	0.1	-2.6
CC(C)CNC(=O)c1cc(S(=O)(=O)N2CCOCC2)ccc1N1CCCC1	-0.7	-5.0	-0.4	-2.6	2.8	1.4	-2.5	0.9	1.3	-0.1

Source: PubChem BioAssay (several laboratories)

The list is partial (hit frequency here may not be typical).
